POLH inh: qHTS for Inhibitors of Polymerase Eta. Potency, µM (highest dose often 114 µM), inactives show at the highest dose activity change, negative = inhibition, most hits filed as inhibitors. AID 588591, 2011. recombinant Pol eta, fluorescent DNA replication assay. actives 1.2% (n = 390,000); note: % is set by controls: 0 for no effect and ±100 for the full control effect
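Pol eta (10 nM) was preincubated with compounds for 15 min at room temperature, after which fluorescent replication substrate (50 nM final) was added to start the reaction. Fluorescence was read kinetically at 0 and 10 min.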
Anesthetic bind: qHTS Assay for Identification of Novel General Anesthetics; AID 485281, 2010; Potency, µM (titrated, usually from 77.5 µM), for inactives: top-dose activity change, negative = displacement, hits mostly inhibitors; Ferritin light chain (Equus caballus), P02791; actives 0.074% (n = 350,000); apoferritin/1-aminoanthracene competitive binding, fluorescence; note: % is set by controls: 0 for no effect and ±100 for the full control effect; nearly all actives have a fitted effect of over 20% in size
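Horse-spleen apoferritin (10 uM) was mixed with 50% saturated 1-aminoanthracene in PBS, exposed to compounds for 10 min at room temperature, and read for fluorescence (ex 380 nm, em 535 nm). Competitive displacement was fitted with a four-parameter Hill equation.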
G9a block: qHTS Assay for Inhibitors of Histone Lysine Methyltransferase G9a; G9a H3K9 monomethylation, AlphaScreen, 2 h; Potency, µM (highest dose often 102 µM), without a hit: at the highest dose activity, negative = inhibition, usual class: inhibitors; actives 8.8% (n = 350,000); note: % is set by controls: 0 for no effect and ±100 for the full control effect; nearly all actives have a fitted effect of over 75% in size
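Quantitative HTS format: methyltransferase activity on a biotin-tagged H3K9 peptide is measured by AlphaScreen, using a rabbit anti-monomethyl-H3K9 antibody with streptavidin donor and anti-IgG acceptor beads. Final levels are 20 nM enzyme, 500 nM peptide, 20 uM SAM; 2 h RT.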
APE1 inh: qHTS Assay for Inhibitors of the Human Apurinic/apyrimidinic Endonuclease 1 (APE1) | DNA repair nuclease/redox regulator APEX1 (Homo sapiens), P27695 | recombinant APE1, TAMRA/BHQ-2 abasic DNA cleavage fluorescence | Potency, µM (highest dose often 65.8 µM), for the others: at the highest dose activity change, negative = inhibition, most hits filed as inhibitors | actives 0.35% (n = 350,000) | AID 2517, 2012;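 note: plate controls were vehicle for no effect and reference inhibitor for full effect; nearly all actives have a fitted effect of over 55% in size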
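Kinetic fluorescence read (525 ex/598 em nm, three reads 60 s apart) of AP-site incision; signal = third minus first read. Enzyme 0.75 nM, dual-labelled THF duplex 50 nM, compound preincubation 15 min RT.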
Pol iota inh: qHTS for Inhibitors of Polymerase Iota; Pol iota fluorescent replication assay, 10 min; Potency, µM (top dose mostly 115 µM), without a hit: at the top dose activity, negative = inhibition, most hits filed as inhibitors; actives 1% (n = 390,000); AID 588590, 2011
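Fluorescent replication assay read twice, at 0 min and 10 min after adding 50 nM (final) substrate. Enzyme (10 nM) and compounds were first incubated 15 min at room temperature; enzyme-free buffer wells were negative controls.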
BLM helicase inh: qHTS Assay for Inhibitors of Bloom's syndrome helicase (BLM); actives 0.2% (n = 350,000); Potency, µM (titrated, usually from 56.1 µM), without a hit: at the highest dose activity change, negative = inhibition, most hits filed as inhibitors; recombinant BLM DNA unwinding, fluorescence dequenching;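 note: plate controls were vehicle for no effect and no enzyme for full effect; nearly all actives have a fitted effect of over 35% in size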
BAZ2B inh: qHTS Assay for Inhibitors of BAZ2B. AlphaScreen BAZ2B-H3K14Ac peptide displacement. Bromodomain adjacent to zinc finger domain protein 2B (Homo sapiens), Q9UIF8. Potency, µM (titrated, usually from 114 µM), inactives show at the highest dose activity change, negative = inhibition, most hits filed as inhibitors. actives 4.4% (n = 360,000); note: % is set by controls: 0 for no effect and ±100 for the full control effect; nearly all actives have a fitted effect of over 60% in size
Target sequence (Q9UIF8 whole entry, looked up, the tested form may be a part): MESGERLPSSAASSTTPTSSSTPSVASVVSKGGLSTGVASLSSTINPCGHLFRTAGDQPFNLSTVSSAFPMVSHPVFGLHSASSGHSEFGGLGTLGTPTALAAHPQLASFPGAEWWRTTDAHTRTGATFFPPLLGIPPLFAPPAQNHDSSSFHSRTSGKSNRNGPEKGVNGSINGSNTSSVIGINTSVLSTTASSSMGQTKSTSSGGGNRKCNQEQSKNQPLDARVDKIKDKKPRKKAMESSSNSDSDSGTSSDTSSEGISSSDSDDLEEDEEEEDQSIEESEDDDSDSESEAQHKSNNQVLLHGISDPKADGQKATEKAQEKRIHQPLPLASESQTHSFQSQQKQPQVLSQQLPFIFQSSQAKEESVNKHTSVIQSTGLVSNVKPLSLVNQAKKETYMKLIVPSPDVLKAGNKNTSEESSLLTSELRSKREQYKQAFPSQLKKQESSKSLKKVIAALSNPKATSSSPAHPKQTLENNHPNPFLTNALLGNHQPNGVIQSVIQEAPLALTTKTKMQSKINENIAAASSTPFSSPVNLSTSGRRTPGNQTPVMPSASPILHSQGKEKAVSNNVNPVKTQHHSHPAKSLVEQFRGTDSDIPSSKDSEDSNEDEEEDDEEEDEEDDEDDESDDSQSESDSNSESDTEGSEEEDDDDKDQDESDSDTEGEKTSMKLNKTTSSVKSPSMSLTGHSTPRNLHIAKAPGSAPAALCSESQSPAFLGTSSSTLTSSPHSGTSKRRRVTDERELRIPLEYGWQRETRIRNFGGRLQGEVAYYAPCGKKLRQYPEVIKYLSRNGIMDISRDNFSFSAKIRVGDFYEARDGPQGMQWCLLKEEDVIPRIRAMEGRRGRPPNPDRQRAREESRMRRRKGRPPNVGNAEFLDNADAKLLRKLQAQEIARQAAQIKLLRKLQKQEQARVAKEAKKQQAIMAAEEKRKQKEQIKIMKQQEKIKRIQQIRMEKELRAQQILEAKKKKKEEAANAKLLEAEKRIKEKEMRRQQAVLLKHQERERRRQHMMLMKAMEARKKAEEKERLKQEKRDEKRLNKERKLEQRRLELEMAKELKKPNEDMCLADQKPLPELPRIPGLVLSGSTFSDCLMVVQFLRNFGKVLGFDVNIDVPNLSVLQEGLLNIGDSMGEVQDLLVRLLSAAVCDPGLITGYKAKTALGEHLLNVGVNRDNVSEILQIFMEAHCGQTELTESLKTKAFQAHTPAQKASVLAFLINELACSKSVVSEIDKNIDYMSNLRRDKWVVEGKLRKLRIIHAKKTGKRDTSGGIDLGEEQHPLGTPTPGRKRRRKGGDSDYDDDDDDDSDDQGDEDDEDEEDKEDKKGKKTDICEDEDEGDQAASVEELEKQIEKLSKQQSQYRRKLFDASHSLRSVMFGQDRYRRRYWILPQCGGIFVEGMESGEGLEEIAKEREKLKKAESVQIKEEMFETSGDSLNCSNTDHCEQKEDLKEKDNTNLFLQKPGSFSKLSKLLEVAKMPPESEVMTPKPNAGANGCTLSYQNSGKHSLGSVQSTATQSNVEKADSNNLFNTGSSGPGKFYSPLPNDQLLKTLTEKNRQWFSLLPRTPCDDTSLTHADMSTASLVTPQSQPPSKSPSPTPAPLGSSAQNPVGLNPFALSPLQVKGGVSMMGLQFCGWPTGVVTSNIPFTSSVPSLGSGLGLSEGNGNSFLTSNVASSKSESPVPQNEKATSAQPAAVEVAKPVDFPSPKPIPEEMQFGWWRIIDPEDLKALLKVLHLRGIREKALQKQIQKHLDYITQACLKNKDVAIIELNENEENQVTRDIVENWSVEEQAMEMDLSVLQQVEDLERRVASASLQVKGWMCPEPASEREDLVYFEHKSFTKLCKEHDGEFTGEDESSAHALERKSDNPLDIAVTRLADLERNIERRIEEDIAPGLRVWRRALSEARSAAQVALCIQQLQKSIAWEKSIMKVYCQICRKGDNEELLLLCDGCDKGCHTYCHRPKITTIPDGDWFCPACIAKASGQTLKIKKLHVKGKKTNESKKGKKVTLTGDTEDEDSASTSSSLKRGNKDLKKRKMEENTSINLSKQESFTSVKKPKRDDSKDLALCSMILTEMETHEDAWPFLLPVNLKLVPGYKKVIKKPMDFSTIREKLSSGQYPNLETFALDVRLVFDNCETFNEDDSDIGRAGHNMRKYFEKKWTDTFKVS
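Multi-concentration screen (max 110 uM) measuring displacement of acetylated histone H3 peptide from BAZ2B by AlphaScreen, using 50 nM protein, 50 nM peptide and 10 ug/mL streptavidin donor plus Ni-chelate acceptor beads.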
POLK inh: qHTS for Inhibitors of Polymerase Kappa; DNA polymerase kappa (Homo sapiens), Q9UBT6; purified Pol kappa, fluorescent DNA synthesis assay, 10 min; Potency, µM (doses to about 107 µM), inactives show at the highest dose activity, negative = inhibition, usual class: inhibitors; actives 0.53% (n = 400,000); AID 588579, 2011; note: % is set by controls: 0 for no effect and ±100 for the full control effect
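Kinetic fluorescence screen: compound preincubated 15 min RT with 10 nM enzyme; 50 nM substrate (final) initiates; reads at 0/10 min.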
POLB inh: qHTS Assay for Inhibitors of DNA Polymerase Beta. Pol beta primer extension/strand displacement, fluorescence kinetic. actives 1.3% (n = 340,000). P06746. Potency, µM (doses to about 114 µM), for the others: top-dose activity change, negative = inhibition, usual class: inhibitors; note: % is set by controls: 0 for no effect and ±100 for the full control effect
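Enzyme-only controls used 10 nM Pol beta; buffer lacking enzyme served as negative control. Compound preincubated 15 min, then 50 nM substrate added; 0 and 10 min reads at room temperature.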
The depositor's hits bear a star; u = inconclusive; x = not tested or not shown; & = joins results of further samples; ! = repeats disagree; [ ] = another dose, or the depositor's remark. Calls come from the whole dose curve; as a rule, active = well fitted curve in the direction sought with a large enough effect; inconclusive = small, poorly fitted or top-dose-only effect, or another doubt; inactive = no such curve, though single readings can be large; an effect the other way counts as inactive or inconclusive. Potency is the fitted concentration of half-maximal effect. Only part of the results is shown. The share of hits here may be higher or lower than overall.

compound,POLH inh,Anesthetic bind,G9a block,APE1 inh,Pol iota inh,BLM helicase inh,BAZ2B inh,POLK inh,POLB inh
CC(=O)c1c(C)[nH]c(C(=O)N2CCN(c3cc(Cl)ccc3C)CC2)c1C,-8.0%,-13.6%,7.7%[59 µM],4.0%,19.1%,-4.6%,-36.6%,-9.7%,13.0%
CC1CCCCC1NC(=O)C1CCC(CNc2c(N3CCCCC3)c(=O)c2=O)CC1 (centres undefined),-4.4%,-7.6%,-3.2%,0.2%,11.1%,-0.2%,0.3%,-8.1%,7.8%
CNC(=S)N1N=C2c3ccccc3CCC2C1c1ccccc1Cl (centres undefined),-4.5%,37.8%[activator],x,5.1%,-19.7%,-12.2%,-19.0%,-2.7%,-0.4%
O=S(=O)(c1ccccc1)N1CCC[C@@]2(CCN(C(c3ccccc3)c3ccccc3)C2)C1,x,x,1.0%[12.7 µM],5.2%,x,-6.6%,x,1.2%[60.1 µM],x
O=C(COC(=O)CNC(=O)c1cccc(F)c1)NCCC1=CCCCC1,3.0%,-6.6%,30.9%[59 µM],3.5%,18.8%,1.3%,-3.2%,-5.9%[60.1 µM],26.5%
C[C@@H]1O[C@@H](OC[C@H]2O[C@@H](Oc3c(-c4ccc(O)c(O)c4)oc4cc(O)cc(O)c4c3=O)[C@H](O)[C@@H](O)[C@@H]2O)[C@H](O)[C@H](O)[C@H]1O,-10.3%,-10.7%,u,u,9.0%,-6.4%&3.5%,-15.4%,23.8µM*!,8.91µM*
COc1cc(Cn2c(=O)sc3ccccc32)ccc1OCCC(C)C,-19.7%,74.7%[activator],94.0%[activator][59 µM],x,28.4%,-7.8%,62.0%[activator],-12.4%,-12.1%
C[C@@H](CSc1ccccc1)CN1CC[C@H](C(C)(C)C)CCC1=O,-18.0%,-12.4%,52.7%,1.8%,34.8%&17.8%[activator],-7.4%,26.0%,-0.2%&-23.7%,1.1%
CCc1ccc(CSc2nc(-c3ccc(OC)cc3)nc3c2Cc2c(CO)cnc(C)c2O3)cc1,-11.1%,-0.3%,-29.4%[59 µM],x,17.2%,-2.4%,u,-9.6%,23.8%
N=c1oc2ccccc2cc1C(=O)Nc1ccccc1,1.4%,2.1%,0.9%,29.5%,13.5%,-7.5%,-26.8%,-8.5%,22.1%
COC(=O)c1cc(C(=O)NC(C)(C)CC(C)(C)C)cc([N+](=O)[O-])c1,u,u,-0.1%,1.2%,12.1%,-7.5%,4.1%,-8.7%,0.7%
O=C1C2C3C=CC(C4CC34)C2C(=O)N1/N=C/c1ccc([N+](=O)[O-])s1 (centres undefined),-0.6%,1.9%,25.9%[59 µM],1.4%,11.7%,2.4%,8.0%,-11.3%,70.6%
O=C(Nc1ccc(Br)cc1F)c1ccc2c(c1)OCCO2,-9.1%,-3.6%,50.1µM*,65.4%[activator],18.6%,-3.1%,-2.5%,-17.2%,7.7%
CC(C)C[C@H](NC(=O)N1CCN(c2ccccc2)CC1)C(=O)O,-8.1%,-6.8%,u,0.2%,12.6%,2.9%,-0.1%,8.8%,39.8%
C=CCn1c(SCc2cccnc2)nnc1-c1ccncc1,-10.1%,-3.8%,0.6%,1.0%,-0.1%,1.2%,25.5%,-9.5%,-13.4%
O=C(CSc1ncccn1)Nn1cnnc1,-10.7%,-7.3%,-39.4%,14.4%,8.8%,0.1%,2.3%,-11.0%,15.8%
O=S(=O)(/N=C(/c1ccccc1)N1CCOCC1)c1ccc(F)cc1F,-11.0%,x,x,-9.7%,-4.9%,x,x,-4.5%,x
O=S(=O)(NCc1ccccc1)c1ccccc1NCCc1ccccc1,-21.2%,x,x,-10.4%,-21.7%,x,x,-17.1%,x
CC(OC(=O)c1ccccn1)C(=O)Nc1nc(-c2ccc(F)c(F)c2)cs1 (centres undefined),-7.8%,x,x,15.6%,6.3%,x,x,-12.3%,x
O=C(Nc1ccc([N+](=O)[O-])cc1Br)c1cccnc1,1.0%,-13.7%,13.9%[59 µM],-6.3%,14.2%,-6.8%,10.1%,-1.4%,10.8%
O=C(N/N=C/c1ccco1)c1cc(=O)[nH]c2ccccc12,-5.4%,-3.5%,40.3%,0.0%,51.8%[activator],-5.1%,1.0%,-20.7%,26.0%
CC(C)c1nc2oc3c(=O)[nH]cnc3c2c2c1COC(C)(C)C2,-17.7%,21.8%,39.8%,6.1%,1.5%,0.1%,22.5%,3.7%,27.0%
CCOC(=O)c1[nH]c(C)c(C(=O)NCCC2=CCCCC2)c1C,4.6%,-16.2%,4.0%,-2.1%,11.5%,-0.2%,-3.3%,9.2%,4.8%
O=C(Nc1ccccc1)Nc1nnc(-c2ccccc2)o1,-4.5%,-8.4%,33.7%[59 µM],-4.4%,-8.0%,-0.7%,16.7%[57.1 µM],4.4%,-20.4%
C/C(N)=C(/C#N)C(=O)COC(=O)CCS(=O)(=O)c1ccccc1,4.1%,-6.3%,11.6%[59 µM],-1.4%,1.1%,-3.6%,9.1%,-8.7%,40.0%

Four of the entries above in order of the G9a block value, descending:
compound,POLH inh,Anesthetic bind,G9a block,APE1 inh,Pol iota inh,BLM helicase inh,BAZ2B inh,POLK inh,POLB inh
C[C@@H](CSc1ccccc1)CN1CC[C@H](C(C)(C)C)CCC1=O,-18.0%,-12.4%,52.7%,1.8%,34.8%&17.8%[activator],-7.4%,26.0%,-0.2%&-23.7%,1.1%
CC(C)c1nc2oc3c(=O)[nH]cnc3c2c2c1COC(C)(C)C2,-17.7%,21.8%,39.8%,6.1%,1.5%,0.1%,22.5%,3.7%,27.0%
C=CCn1c(SCc2cccnc2)nnc1-c1ccncc1,-10.1%,-3.8%,0.6%,1.0%,-0.1%,1.2%,25.5%,-9.5%,-13.4%
COC(=O)c1cc(C(=O)NC(C)(C)CC(C)(C)C)cc([N+](=O)[O-])c1,u,u,-0.1%,1.2%,12.1%,-7.5%,4.1%,-8.7%,0.7%

Carrying on.
compound,POLH inh,Anesthetic bind,G9a block,APE1 inh,Pol iota inh,BLM helicase inh,BAZ2B inh,POLK inh,POLB inh
Cc1n[nH]c(=O)c2c(NC(=O)CSc3nncn3C(C)C)oc(C)c12,-6.9%,x,u,-9.3%,11.5%,x,9.3%,-2.6%,x
CC1Cn2c(CCc3ccccc3)nnc2S1 (centres undefined),0.7%,-7.8%,7.7%[12.7 µM],2.6%,-10.0%,-0.7%,-7.7%,-10.7%,3.1%
COc1ccc(N2CCN(C(=O)c3c(C)oc4ncn(CC(C)C)c(=O)c34)CC2)cc1,-18.0%,-17.7%,u,x,10.3%,-0.2%,2.8%[57.1 µM],-2.2%,-16.7%
COc1ccc(S(=O)(=O)N2CCC(NC(=O)c3cccnc3)CC2)cc1,-19.4%,-10.2%,-19.0%,45.7%[activator],44.9%[activator],-0.7%,18.0%,-1.7%,24.4%
COc1ccc(S(=O)(=O)N2CCOCC2)cc1NC(=O)CSc1nnc(C2CC2)n1N,-3.3%,-10.2%,-36.2%,-0.6%,-1.0%,2.4%,x,10.7%,0.0%
O=C1OC(N2CCN(C(=O)c3ccco3)CC2)c2ccccc21 (centres undefined),-7.7%,9.3%,u,7.6%,0.7%,0.5%,3.9%,12.8%,2.6%
Cc1cccc(NC(=O)C2CCCN(S(=O)(=O)c3cnc[nH]3)C2)c1C (centres undefined),-6.9%,6.8%,-36.2%[59 µM],x,14.1%,-1.7%,-14.4%,-22.2%,0.1%
CC1CCCN(C(=O)Cn2nnc(-c3ccc([N+](=O)[O-])cc3)n2)C1 (centres undefined),x,-16.1%,x,-15.1%,x,-3.0%,u,x,73.8%
Cc1ccc(C(=O)Nc2ccc(S(=O)(=O)N3CCCC3)cc2)s1,-16.2%,u,5.1%,-9.4%,10.0%,8.8%,x,-16.7%,-1.3%
CC(C)C[C@H](N)C(=O)N[C@H](C(=O)N[C@@H](CCCN=C(N)N)C(=O)N[C@H](CS)C(=O)NCC(=O)N[C@@H](CCCCN)C(=O)N[C@@H](Cc1cnc[nH]1)C(=O)N[C@@H](CO)C(=O)N[C@@H](CCCN=C(N)N)C(=O)O)C(C)C,x,-5.4%,x,-2.3%,x,4.0%,x,12.1%[60.1 µM],x
CCN(CC)S(=O)(=O)c1cccc(C(=O)N[C@H](C(=O)NCc2ccccc2F)C(C)C)c1,-4.7%,-19.5%,5.7%[59 µM],0.4%,7.7%,-1.3%,5.0%,-17.4%,4.3%
Cc1nc(N2CCOCC2)nc(Oc2ccccc2F)c1[N+](=O)[O-],-25.0%,-14.0%,x,-7.3%,-7.0%[58.9 µM],0.9%,12.5%,-12.7%,0.0%
COc1ccc2c(c1)c(C(C)=O)c(C)n2CCc1ccc(OC)c(OC)c1,-11.4%,-2.4%,8.9%,34.1%,-11.3%,0.8%,-20.2%,16.5%,-24.7%
C=CCOc1ccc(C=Nc2cccc(Cl)c2)c(O)c1,-9.3%,-7.3%,-0.7%[59 µM],4.8%,-8.1%,3.9%,-3.5%,-13.4%,56.8%
Cc1ccccc1OCC(=O)Nc1c(C)ccc2nsnc12,3.2%,-19.3%,5.6%[59 µM],x,-9.3%,-3.5%,-12.9%,-10.1%,-10.9%
Cc1cccc(CCN2CCN=C2N(C)C)c1,-7.2%,x,-43.8%[12.7 µM],26.9%,17.6%,x,-1.5%,-4.1%,x
Nc1oc2ccc(F)cc2c(=O)c1C=O,6.0%,-9.9%,12.6%[59 µM],-1.4%,121.1%[activator],-7.0%,-27.6%,-9.7%,11.4%
O=C(NCCNC(=O)c1ccco1)c1cccc(F)c1,-3.0%,-6.4%,28.0%[59 µM],0.1%,-1.3%,-1.5%,8.3%,7.3%,0.2%

Screens from PubChem BioAssay.
